Assay outcomes as filed in PubChem.
UBC13 inh: UBC13 polyubiquitin chain formation inhibitors, primary screen, biochemical, TR-FRET, uHTS. inhibition, % at 20 µM. 330,000 compounds, 0.47% hits. Ubiquitin-conjugating enzyme E2 N (Homo sapiens), P61088; in the data active = inhibition above about 45%, passing the limit was not always enough
Target sequence (P61088 whole entry, looked up): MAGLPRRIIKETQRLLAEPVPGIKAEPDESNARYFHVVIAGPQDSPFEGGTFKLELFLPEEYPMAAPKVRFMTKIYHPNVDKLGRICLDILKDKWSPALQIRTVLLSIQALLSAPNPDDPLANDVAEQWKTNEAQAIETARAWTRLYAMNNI
beta cell repl: inducers of MIN6 beta-cell proliferation, primary screen, ATP luminescence, uHTS. MIN6 cells proliferation, ATPlite luminescence, 48 h; cells starved in 0.2% serum; 100% = growth in 10% serum. proliferation, % at 10 µM. 330,000 compounds, 0.29% hits. AID 2380, 2010;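 active = compounds whose signal lies at least 3.5 SD above the mean of all wells on their plate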;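 also: 0% = DMSO-treated cells in low-serum medium and 100% = 10% serum control; some compounds called inactive have numbers as strong as hits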
HKDC1 inh: HKDC1 hexokinase inhibitors, primary screen, biochemical, fluorescence, uHTS; recombinant HKDC1, G6PDH/diaphorase resazurin coupled fluorescence; inhibition, % at 20 µM; 340,000 compounds, 0.16% hits;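 active = inhibition above about 35% when tested at 20 µM, limit read from the data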;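 also: plate controls were DMSO wells with enzyme for no effect and DMSO wells lacking enzyme for full effect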
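test system = in-house recombinant HK5 (HKDC1) enzyme | amount = HKDC1 at 5 µg/mL | control set = DMSO-enzyme wells negative, buffer-substituted wells positive | compound = one dose of 20 µM, 1% DMSO | schedule = reaction time 90 min, room temperature, protected from light | technique = resorufin fluorescence at 613 nm | reagent = glucose with 1 mM ATP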
SENP8 block-1: human SENP8 protease inhibitors, primary screen, biochemical, fluorescence, Nedd8 protein substrate, uHTS; Sentrin-specific protease 8 (Homo sapiens), Q96LD8; recombinant SENP8; inhibition, % at 20 µM; 360,000 compounds, 0.64% hits; AID 602440, 2012; in the data active = inhibition mostly above about 40%, no sharp cut-off; inactive = mostly below about 27%
SENP1 inh: human SENP1 catalytic domain inhibitors, primary screen, biochemical, FRET, uHTS | AID 624204, 2012 | inhibition, % at 10 µM | recombinant SENP1 catalytic domain, CyPet-SUMO1-YPet FRET cleavage | 360,000 compounds, 0.21% hits;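 active = inhibition at least 30% at 10 µM, raw YFP signal under a set limit, fluorescence ratio 0.5 to 1.5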;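 also: 0% = enzyme with DMSO and 100% = no enzyme wells; some results filed as inactive read as strong as hits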
Target sequence (Q9P0U3 419-644 limits assumed): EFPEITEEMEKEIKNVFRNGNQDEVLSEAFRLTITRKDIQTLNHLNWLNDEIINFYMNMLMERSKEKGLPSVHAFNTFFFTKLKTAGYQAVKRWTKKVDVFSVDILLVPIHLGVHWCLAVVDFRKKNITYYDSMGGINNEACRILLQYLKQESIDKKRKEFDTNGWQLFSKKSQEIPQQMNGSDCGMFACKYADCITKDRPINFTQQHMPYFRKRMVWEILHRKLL
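Test system: hSENP1 catalytic domain, recombinant; Amount: 20 pM final SENP1 enzyme; Medium: Tris pH 8 buffer plus EDTA, NaCl, BME, BSA, NP40, catalase; Schedule: 50 min enzyme reaction, room temperature, light-protected; Technique: FRET fluorescence in CFP and YFP emission channels; Controls: no-enzyme wells low, DMSO-plus-enzyme wells high control.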
SENP6 block: SENP6 protease inhibitors, primary screen, biochemical, luminescence, uHTS. Recombinant SENP6 catalytic domain, aminoluciferin luminescence. Sentrin-specific protease 6 (Homo sapiens), Q9GZR1. inhibition, % at 10 µM. 330,000 compounds, 1.8% hits. AID 2599, 2010;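 active = inhibition above about 50% at the single tested dose, limit read from the data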;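 also: plate controls were DMSO wells with enzyme for no effect and DMSO wells lacking enzyme for full effect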
Target sequence (Q9GZR1 628-1112 limits assumed): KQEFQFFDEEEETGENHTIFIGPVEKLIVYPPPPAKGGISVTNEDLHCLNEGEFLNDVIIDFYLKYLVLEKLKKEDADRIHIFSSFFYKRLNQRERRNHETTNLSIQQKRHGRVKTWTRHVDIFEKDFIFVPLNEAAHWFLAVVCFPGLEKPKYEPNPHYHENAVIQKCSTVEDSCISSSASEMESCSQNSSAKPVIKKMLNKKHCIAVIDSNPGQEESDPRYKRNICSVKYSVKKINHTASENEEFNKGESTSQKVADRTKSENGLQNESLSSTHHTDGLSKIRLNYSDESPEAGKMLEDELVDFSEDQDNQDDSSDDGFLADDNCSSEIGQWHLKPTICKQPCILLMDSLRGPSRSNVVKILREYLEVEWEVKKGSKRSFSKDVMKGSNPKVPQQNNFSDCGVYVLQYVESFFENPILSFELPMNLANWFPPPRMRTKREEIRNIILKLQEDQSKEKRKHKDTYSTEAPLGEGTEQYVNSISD
SENP8 block-2: SENP8 protease inhibitors, primary screen, biochemical, luminescence; purified SENP8, Z-RLRGG-aminoluciferin cleavage; inhibition, % at 10 µM; 330,000 compounds, 1.2% hits; Sentrin-specific protease 8 (Homo sapiens), Q96LD8; AID 2540, 2010; in the data active = inhibition above about 50%
SENP7 block: SENP7 protease inhibitors, primary screen, biochemical, luminescence, uHTS; recombinant SENP7, Z-RLRGG-aminoluciferin luminescence, 40 min; 330,000 compounds, 1.5% hits; inhibition, % at 5 µM;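 active = inhibition above about 50% at the single test dose, limit read from the data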;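 also: plate controls were DMSO with enzyme for no effect and no enzyme buffer wells for full effect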
PfGluPho inh: PfG6PD enzyme inhibitors, primary screen, biochemical, fluorescence intensity, uHTS. glucose-6-phosphate dehydrogenase-6-phosphogluconolactonase (Plasmodium falciparum 3D7). 350,000 compounds, 0.78% hits. PfGluPho enzyme, NADPH resazurin-diaphorase fluorescence. inhibition, % at 20 µM;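 active = inhibition reaching at least a set limit at 20 µM in the primary screen, cut at about 59% in these data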;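 also: 0% = DMSO wells with substrate and 100% = DMSO wells lacking glucose-6-phosphate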
* = called active by the depositor; / = not tested or not shown.

SMILES	UBC13 inh	beta cell repl	HKDC1 inh	SENP8 block-1	SENP1 inh	SENP6 block	SENP8 block-2	SENP7 block	PfGluPho inh
CC(C)Oc1ccccc1C1(c2ccccc2)NC(=O)NC1=O (stereo not drawn)	5	-2	-4	2	-3	-10	-13	-12	-12
O=c1[nH]ncc2c3ccccc3n(Cc3ccc(F)cc3)c12	15	5	2	-8	1	-4	-2	3	21
CCOc1ccc(-c2cn(S(=O)(=O)c3cccc4nsnc34)nc2N)cc1	-5	-2	5	27	2	-3	-6	-2	0
CCOC(=O)CCN1C(=O)c2ccccc2Sc2ncccc21	2	1	-3	11	2	-4	-1	0	-2
CCN(CC)C(CNC(=O)CSc1nnnn1-c1cccc(F)c1)c1ccco1 (stereo not drawn)	3	4	0	11	0	-4	-2	-1	-7
O=C(Nc1cccc(Cl)c1)c1ccc2c(c1)OCCO2	4	-5	-4	-3	1	91*	92*	95*	43
CCSc1ccccc1C(=O)NCc1ccc(OC)cc1	11	-3	-10	5	4	19	6	5	-20
Cc1cc(C(=O)COc2cc(F)ccc2[N+](=O)[O-])c(C)n1CC1CCCO1 (stereo not drawn)	12	-6	-1	3	-1	5	2	0	-14
CN(CC(=O)Nc1ccc(Cl)cc1)C1CCCCC1	0	-2	-6	15	0	-5	-4	6	-3
CCCS(=O)(=O)c1c(S(=O)(=O)CCC)c2cc(-c3ccncc3)ccn2c1C(=O)OC	25	0	-4	-377	-61	-8	2	7	10
O=C(N/N=C/c1cccnc1)C(=O)N1CCCCCC1	-3	-2	-3	10	-1	-33	-12	-4	6
C/C(N)=C(/C#N)C(=O)CSc1nc2cc(Cl)ccc2c(=O)n1-c1ccc(C)cc1	7	0	-7	8	-2	-4	0	-1	35
O=C(NCCCO)C(=O)NCC(c1ccc2c(c1)OCO2)N1CCN(c2ccc(F)cc2)CC1 (stereo not drawn)	-10	-5	-1	16	0	-15	-5	-15	4
COc1ccccc1OCC(=O)Nc1ccc(S(=O)(=O)Nc2cc(C)nc(C)n2)cc1	-3	-1	-3	16	1	-44	-5	3	-26
CCOc1ccc(CN2C(=O)c3ccccc3C2C(=O)NCC2CCCO2)cc1 (stereo not drawn)	0	0	-5	38	0	16	4	6	12
CC1CCC(C(O)(C(=O)O)C2CCCCC2)CC1C (stereo not drawn)	/	/	1	15	2	/	/	/	-7
COc1ccc(/C=N/NC(=O)c2[nH]c(C)c(C(=O)N/N=C/c3ccc(OC)cc3)c2C)cc1	-8	0	1	-12	1	3	0	4	7
CS(=O)(=O)N1CCc2cc(C(=O)Nc3ccccc3Br)ccc21	2	-2	6	16	0	6	2	-9	-10
CC12CCC(C(=O)NC3CCCCC3)([C@H](Br)C1=O)C2(C)C (stereo partly drawn)	0	-3	0	11	-2	-29	-1	-5	7
CC(C)CCNC(=O)CN(C(=O)CCC(=O)Nc1ccccn1)c1ccc(F)c(Cl)c1	-7	-1	2	-1	1	-15	-6	1	-3

Compounds shown so far that contain an NH in an aromatic ring:
SMILES	UBC13 inh	beta cell repl	HKDC1 inh	SENP8 block-1	SENP1 inh	SENP6 block	SENP8 block-2	SENP7 block	PfGluPho inh
O=c1[nH]ncc2c3ccccc3n(Cc3ccc(F)cc3)c12	15	5	2	-8	1	-4	-2	3	21
COc1ccc(/C=N/NC(=O)c2[nH]c(C)c(C(=O)N/N=C/c3ccc(OC)cc3)c2C)cc1	-8	0	1	-12	1	3	0	4	7

Back to the main list, starting 5 compounds before the break.
SMILES	UBC13 inh	beta cell repl	HKDC1 inh	SENP8 block-1	SENP1 inh	SENP6 block	SENP8 block-2	SENP7 block	PfGluPho inh
CC1CCC(C(O)(C(=O)O)C2CCCCC2)CC1C (stereo not drawn)	/	/	1	15	2	/	/	/	-7
COc1ccc(/C=N/NC(=O)c2[nH]c(C)c(C(=O)N/N=C/c3ccc(OC)cc3)c2C)cc1	-8	0	1	-12	1	3	0	4	7
CS(=O)(=O)N1CCc2cc(C(=O)Nc3ccccc3Br)ccc21	2	-2	6	16	0	6	2	-9	-10
CC12CCC(C(=O)NC3CCCCC3)([C@H](Br)C1=O)C2(C)C (stereo partly drawn)	0	-3	0	11	-2	-29	-1	-5	7
CC(C)CCNC(=O)CN(C(=O)CCC(=O)Nc1ccccn1)c1ccc(F)c(Cl)c1	-7	-1	2	-1	1	-15	-6	1	-3
Cn1c(SCC(=O)c2c(N)n(C)c(=O)n(C)c2=O)nnc1-c1ccccc1F	6	-1	-5	14	-1	11	0	0	13
COc1cc(OC)nc(Oc2cccc(Cl)c2C)n1	6	-1	2	13	0	4	-7	-2	6
Cc1ccc(-c2nnc3ccc(SCC(=O)Nc4cc(C)on4)nn23)cc1	13	4	-7	-151	2	1	-5	-1	-1
CC1(C)NC(=O)N(CC(O)Cn2c3ccccc3c3ccccc32)C1=O (stereo not drawn)	1	-2	-8	22	4	-26	-5	5	0
COc1ccc([C@H]2CC(=O)C=C(c3cc(OC)ccc3OC)C2)cc1	7	-5	-1	-86	-1	-16	-11	-1	1
Cc1occc1-c1nnc(SCC(=O)NCc2cccs2)n1-c1ccc(F)cc1	-5	0	-2	14	-1	-4	-1	-15	2
Cc1noc(C)c1C(=O)Nc1ccc(S(=O)(=O)N2CCCCC2)cc1	1	-3	3	9	0	-13	-5	-11	-10
Cc1ccc2nc(C3CCCN(C(=S)Nc4ccccc4C)C3)[nH]c2c1 (stereo not drawn)	0	-1	-11	14	0	-12	-13	-4	3
COC(=O)c1c(N2C(=O)[C@H]3[C@@H](C2=O)[C@]2(C(=O)Nc4c2ccc(C)c4C)N2CCC[C@@H]32)sc(C)c1C	-16	0	-3	1	20	3	-4	-4	25
Cc1ccc(CNC(=O)c2cncc(Br)c2)cc1	-9	-3	-5	13	5	-4	-11	-12	-10
CC(C)C(=O)Nc1nnc(-c2ccccc2)o1	5	-1	-1	-5	2	7	-1	10	-13
CCCNS(=O)(=O)c1ccc(OCC(=O)N2CCCC2)cc1	2	0	-7	4	2	-2	1	-2	-14
CS(=O)(=O)N(CC(=O)N1CCc2ccccc2C1)c1ccc(Br)cc1	1	3	-5	6	1	-4	4	-3	3
O=C(Nc1cccnc1Cl)c1cc(-c2ccc(F)cc2)on1	16	-3	-5	1	0	-28	-6	-2	9
COC(=O)NCCc1cc(OC)c(OC)cc1S(=O)(=O)N1CC(=O)Nc2ccccc21	-4	-2	-4	4	2	13	-5	1	-3
COc1cc(C(=O)NC(C)CCn2cccn2)ccc1OC1CCN(C(C)=O)CC1 (stereo not drawn)	2	-2	-2	3	-1	3	-1	4	1
COc1ccc(OC)c(-c2csc(NC(=O)COC(=O)C3(C)CC3(Cl)Cl)n2)c1 (stereo not drawn)	11	-5	-2	6	2	-7	3	-2	10
CCN(C(=O)COC(=O)C12CC3CC(CC(O)(C3)C1)C2)c1c(N)n(Cc2ccccc2)c(=O)[nH]c1=O	/	/	-8	14	-2	/	/	/	-2
NC(=O)c1ccccc1NC(=O)c1ccc2ccccc2c1	9	-5	-5	0	1	96*	79*	90*	15
COc1ccc(-c2cc(C)nc3c(-c4ccccc4)cnn23)cc1	/	/	-2	18	6	/	/	/	17

Record cards (already shown):
COc1ccc([C@H]2CC(=O)C=C(c3cc(OC)ccc3OC)C2)cc1 is entered as UBC13 inh: 7; beta cell repl: -5; HKDC1 inh: -1; SENP8 block-1: -86; SENP1 inh: -1; SENP6 block: -16; SENP8 block-2: -11; SENP7 block: -1; PfGluPho inh: 1
CS(=O)(=O)N(CC(=O)N1CCc2ccccc2C1)c1ccc(Br)cc1 is entered as UBC13 inh: 1; beta cell repl: 3; HKDC1 inh: -5; SENP8 block-1: 6; SENP1 inh: 1; SENP6 block: -4; SENP8 block-2: 4; SENP7 block: -3; PfGluPho inh: 3

Continued:
SMILES	UBC13 inh	beta cell repl	HKDC1 inh	SENP8 block-1	SENP1 inh	SENP6 block	SENP8 block-2	SENP7 block	PfGluPho inh
COc1ccccc1NC(=O)c1ccc(COc2ccccc2Br)o1	6	1	-1	5	1	-10	1	5	-4
COc1ccc(C(CNC(=O)c2cccc(S(=O)(=O)N(C)c3ccccc3)c2)N2CCCC2)cc1 (stereo not drawn)	10	-6	-5	4	-11	15	4	1	0
CC(=O)N(C)c1ccc(C(O)(C(F)(F)F)C(F)(F)F)cc1	5	-4	-10	6	-1	-6	-1	4	4
COc1ccccc1N1N=C(c2cccs2)CC1c1ccccc1 (stereo not drawn)	16	-4	-2	-424	-28	-9	-7	11	5
Cc1nc2ccc(NC(=O)c3cc(S(=O)(=O)N(C)c4ccccc4)ccc3Cl)cc2s1	/	/	-4	-4	-4	/	/	/	3
O=C(O)C1(c2ccccc2)CCN(S(=O)(=O)c2ccccc2)CC1	6	1	-7	3	2	-13	1	-1	13
CCOc1ccc(NC(=O)CN(C)C(=O)c2ccc(N3CCCCCC3)c([N+](=O)[O-])c2)cc1OCC	-19	3	2	12	4	-6	12	-5	-4
O=C(C1CCCO1)N1CCN(C(=S)Nc2ccccc2)CC1 (stereo not drawn)	9	-2	-11	10	4	2	-1	5	-1
